High-throughput results (PubChem BioAssay)
KKLEB tox: cytotoxicity in KKLEB CF airway cells, primary screen, cytotoxicity control for CF NF-kB inhibitor project, cell-based, uHTS, fluorescence assay plates. KKLEB CF airway cells viability, ATPlite luminescence, overnight; stronger effect = lower value; cells stimulated with P. aeruginosa culture filtrate. activity change (cytotoxicity), % at 5 µM. 0.36% of 360,000 active. AID 602141, 2011;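 active means corrected activity change at or below -50% at 5 µM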
CF NFkB block: inhibitors of PAF-induced NF-kB signaling, primary screen, cell-based, GFP fluorescence, uHTS. KKLEB NF-kB-GFP reporter, GFP fluorescence overnight. inhibition, % at 5 µM. 0.86% of 360,000 active;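 active means at least 50% inhibition at 5 µM, scaled per plate between neutral and stimulator controls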;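 further: PAF is a Pseudomonas aeruginosa culture filtrate used as stimulus; plate controls were PAF-stimulated DMSO wells for no effect and unstimulated DMSO wells for full effect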
NR2E3 ag-1: NR2E3 agonists in two-hybrid cells, primary screen, cell-based, luminescence, CHO-S, Gal4-NCOR/VP16-NR2E3; luciferase; Photoreceptor-specific nuclear receptor (Homo sapiens), Q9Y5X4; AID 602229, 2012; 0.35% of 360,000 active; inhibition of corepressor binding, % at 3.98 µM;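 active means inhibition above the mean of all tested compounds plus 3 SD, cut at about 70% in these data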;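 further: 0% = DMSO with NR2E3 transfected cells and 100% = cells lacking NR2E3 construct; higher means lower luciferase signal from less NR2E3 corepressor binding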
Target sequence (Q9Y5X4 whole entry, looked up, the tested form may be a part): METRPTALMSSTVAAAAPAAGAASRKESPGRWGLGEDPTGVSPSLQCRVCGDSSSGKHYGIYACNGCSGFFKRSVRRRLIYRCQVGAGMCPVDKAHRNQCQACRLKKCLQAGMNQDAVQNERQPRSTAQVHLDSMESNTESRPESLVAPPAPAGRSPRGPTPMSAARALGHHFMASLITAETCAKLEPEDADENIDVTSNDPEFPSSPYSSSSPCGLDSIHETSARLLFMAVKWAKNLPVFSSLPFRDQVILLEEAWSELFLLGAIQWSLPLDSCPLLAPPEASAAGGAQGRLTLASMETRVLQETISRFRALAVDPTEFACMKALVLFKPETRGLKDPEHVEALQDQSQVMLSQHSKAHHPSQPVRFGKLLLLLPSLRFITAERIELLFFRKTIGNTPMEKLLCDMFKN
TRPM1 prom inh: inhibitors of MITF-dependent TRPM1 promoter reporter, primary screen, cell-based, SK-MEL-5, single point, luciferase. inhibition, % at 12.5 µM. 0.83% of 330,000 active. SK-MEL-5 TRPM1 promoter luciferase, 24 h;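 active means mean inhibition across replicates of 60% or more, whatever share of single replicates reaches that level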; further: values of inactives mirror those of a sister screen read the other way
NR2E3 ag-2: inhibitors of NR2E3-RetCOR corepressor binding, primary screen, NR2E3 agonist project, biochemical, TR-FRET, GST-NR2E3, biotin-RetCOR. Photoreceptor-specific nuclear receptor (Homo sapiens), Q9Y5X4. 1536-well. inhibition of corepressor binding, % at 4.78 µM. 0.12% of 320,000 active. AID 2300, 2010;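 active means percent inhibition above the cutoff of mean plus 3 SD of all tested compounds, set per screening campaign, cut at about 20% in these data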;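 further: 0% = DMSO wells and 100% = biotin wells as full block of FRET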
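System: GST-tagged NR2E3 plus biotinylated RetCOR corepressor; Amount: 1.35 nM GST-tagged NR2E3 final; Dosing: single nominal compound dose of 4.8 µM; Schedule: 5 h incubation at 4 °C; Technique: TR-FRET with europium anti-GST and streptavidin-D2, 340 nm excitation; Controls: biotin wells as high control, 0.6% DMSO wells as low control.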
Peg3 prom inh: Peg3 promoter-driven luciferase inhibitors, primary screen, cell-based, HeLa, luciferase luminescence; HeLa PEG-Prom luciferase reporter, overnight; inhibition, % at 20 µM; 1.7% of 360,000 active; AID 588405, 2011;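 active means inhibition of at least 50% at 20 µM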
TROY signal inh: inhibitors of TROY-driven NF-kB signaling, primary screen, Q293 LMP1-TROYcd cells, NF-kB luciferase, uHTS; AID 1347056, 2019; 0.98% of 360,000 active; Q293 LMP1-TROYcd NF-kB luciferase reporter, 4 h; inhibition, % at 10 µM;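 active means compounds whose plate-normalised and pattern-corrected inhibition of the luciferase reporter signal at the single screening dose is 50% or more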
C8 TRAIL sens: viability loss with TRAIL in NB7+C8 cells, primary screen, TRAIL sensitizer project, cell-based, ATPlite luminescence. inhibition (viability loss, TRAIL sensitization), % at 10 µM. AID 624354, 2012. 1% of 360,000 active;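 active means compounds causing at least 50% loss of cell viability in the single-dose screen, relative to plate controls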
Shn3 inh set2: reduction of Shn3 3'UTR firefly luciferase signal, primary screen, Schnurri-3 inhibitor project, cell-based, Clone20 osteoblasts, set 2 | inhibition, % at 12.5 µM | 0.52% of 360,000 active | AID 588674, 2011 | Clone20 osteoblast Shn3 3'UTR firefly luciferase, 24 h;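 active means mean inhibition of at least 75% with every replicate also reaching 75%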;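 further: 0% = median of neutral control wells and 100% = pilot-screen positive control compound; some compounds past the cut are filed as inactive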
TWEAK-Fn14 inh: inhibitors of TWEAK-Fn14 signaling, primary screen, luciferase reporter cells, uHTS; TWEAK-stimulated Fn14 reporter cells, luciferase luminescence, 8 h; 2% of 360,000 active; inhibition, % at 10 µM; in the data active means inhibition above about 50%
HIF-2a block: HIF-2a reporter inhibitors, primary screen, luminescence, 786-0 RCC cells; 786-0 RCC cells HIF-2a reporter, luciferase luminescence, overnight; inhibition, % at 18.8 µM; 0.72% of 360,000 active; AID 624352, 2012;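 active means inhibition of the luminescence signal of 40% or more relative to plate controls, in a single-dose primary screen at 18.75 µM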
Starred values were filed as active, the others as inactive.

Screening O=C(O)[C@H]1CC=C[C@H]2CCN(Cc3ccc(Cl)c(Cl)c3)C(=O)[C@@H]12 returned KKLEB tox 12, CF NFkB block 0, NR2E3 ag-1 -20, TRPM1 prom inh 4, Peg3 prom inh -13, TROY signal inh -5, C8 TRAIL sens 5, Shn3 inh set2 11, TWEAK-Fn14 inh 16 and HIF-2a block 1.
`Cc1ccccc1C(=O)c1cccn1CC(=O)NCc1ccco1` gave KKLEB tox 10, CF NFkB block -6, NR2E3 ag-1 -23, TRPM1 prom inh 9, NR2E3 ag-2 -3, Peg3 prom inh 2, TROY signal inh 9, C8 TRAIL sens -5, Shn3 inh set2 -3, TWEAK-Fn14 inh 5 and HIF-2a block -5.
For CCOc1cc(N2CCOCC2)c(OCC)cc1NC(=O)CN1C(=O)C2C3C=CC(C3)C2C1=O (stereo not given) the results were KKLEB tox 4, CF NFkB block -2, NR2E3 ag-1 -42, TRPM1 prom inh 15, NR2E3 ag-2 -1, Peg3 prom inh 11, TROY signal inh -3, C8 TRAIL sens -4, Shn3 inh set2 -1, TWEAK-Fn14 inh 2 and HIF-2a block 18.
Screening CN1CCN(C(=O)c2ccc(CN(c3ccccc3)S(=O)(=O)c3ccccc3)cc2)CC1 returned KKLEB tox -3, CF NFkB block 14, NR2E3 ag-1 -22, TRPM1 prom inh -4, NR2E3 ag-2 -2, Peg3 prom inh 19, TROY signal inh -5, C8 TRAIL sens -5, Shn3 inh set2 -10, TWEAK-Fn14 inh -16 and HIF-2a block 13.
`O=C(CCCn1c(=S)[nH]c2ccsc2c1=O)NC1CCCCC1` gave KKLEB tox 15, CF NFkB block -9, NR2E3 ag-1 -13, TRPM1 prom inh 14, NR2E3 ag-2 -2, Peg3 prom inh 0, TROY signal inh -4, C8 TRAIL sens -10, Shn3 inh set2 -14, TWEAK-Fn14 inh -9 and HIF-2a block 13.
For CN1CCN(Cc2c(O)ccc3c2oc(=O)c2ccccc23)CC1 the results were KKLEB tox 1, CF NFkB block -11, NR2E3 ag-1 -9, TRPM1 prom inh -2, NR2E3 ag-2 2, Peg3 prom inh -5, TROY signal inh -6, C8 TRAIL sens -12, Shn3 inh set2 -23, TWEAK-Fn14 inh -38 and HIF-2a block -13.
CCOc1cc2[nH]c(=O)n(Cc3ccccc3)c(=O)c2cc1OCC was read as KKLEB tox -8, CF NFkB block -1, NR2E3 ag-1 -5, TRPM1 prom inh 0, NR2E3 ag-2 4, Peg3 prom inh 13, TROY signal inh 14, C8 TRAIL sens 10, Shn3 inh set2 1, TWEAK-Fn14 inh 21 and HIF-2a block 17.
For CC(=O)c1sc2nc(-c3ccccc3)cc(C)c2c1N the results were KKLEB tox -2, CF NFkB block -28, NR2E3 ag-1 -33, TRPM1 prom inh -10, NR2E3 ag-2 -2, Peg3 prom inh -15, TROY signal inh -22, C8 TRAIL sens -14, Shn3 inh set2 -9, TWEAK-Fn14 inh -29 and HIF-2a block -9.
Screening O=C(N/N=C/c1cccn1-c1cccc(C(=O)O)c1)Nc1ccccc1 returned KKLEB tox 10, CF NFkB block 12, NR2E3 ag-1 -68, TRPM1 prom inh -7, NR2E3 ag-2 2, Peg3 prom inh -3, TROY signal inh -69, C8 TRAIL sens 2, Shn3 inh set2 -3, TWEAK-Fn14 inh -10 and HIF-2a block 9.
`COc1ccc(N2C(=O)CSC23C(=O)N2CCCc4cccc3c42)cc1` (stereo not given) gave KKLEB tox 10, CF NFkB block 4, NR2E3 ag-1 20, TRPM1 prom inh 1, NR2E3 ag-2 1, Peg3 prom inh -116, TROY signal inh 7, C8 TRAIL sens 12, Shn3 inh set2 4, TWEAK-Fn14 inh -4 and HIF-2a block 0.
c1ccc2cc(N3CCCCC3)ccc2c1 was read as KKLEB tox -5, CF NFkB block 0, NR2E3 ag-1 -12, TRPM1 prom inh -17, Peg3 prom inh -22, TROY signal inh -11, C8 TRAIL sens 7, Shn3 inh set2 -3, TWEAK-Fn14 inh -47 and HIF-2a block -19.
Cc1ccc(S(=O)(=O)N(C)/N=C/c2ccc(N(C)C)cc2)cc1 was read as KKLEB tox -18, CF NFkB block 5, NR2E3 ag-1 -24, TRPM1 prom inh -6, NR2E3 ag-2 2, Peg3 prom inh 1, TROY signal inh 14, C8 TRAIL sens 7, Shn3 inh set2 -11, TWEAK-Fn14 inh 0 and HIF-2a block -8.

Two entries picked at random from those above:
Cc1ccc(S(=O)(=O)N(C)/N=C/c2ccc(N(C)C)cc2)cc1 was read as KKLEB tox -18, CF NFkB block 5, NR2E3 ag-1 -24, TRPM1 prom inh -6, NR2E3 ag-2 2, Peg3 prom inh 1, TROY signal inh 14, C8 TRAIL sens 7, Shn3 inh set2 -11, TWEAK-Fn14 inh 0 and HIF-2a block -8.
Screening O=C(N/N=C/c1cccn1-c1cccc(C(=O)O)c1)Nc1ccccc1 returned KKLEB tox 10, CF NFkB block 12, NR2E3 ag-1 -68, TRPM1 prom inh -7, NR2E3 ag-2 2, Peg3 prom inh -3, TROY signal inh -69, C8 TRAIL sens 2, Shn3 inh set2 -3, TWEAK-Fn14 inh -10 and HIF-2a block 9.

Carrying on:
`CC(=O)N1CCN(S(=O)(=O)c2cccc(C(=O)Nc3ccc(F)c(F)c3)c2)CC1` gave KKLEB tox -5, CF NFkB block 14, NR2E3 ag-1 -23, TRPM1 prom inh 3, NR2E3 ag-2 6, Peg3 prom inh -1, TROY signal inh 0, C8 TRAIL sens -20, Shn3 inh set2 17, TWEAK-Fn14 inh -7 and HIF-2a block 14.
For COC(=S)Nc1cccc(C(F)(F)F)c1 the results were KKLEB tox -6, CF NFkB block 4, NR2E3 ag-1 9, TRPM1 prom inh -1, NR2E3 ag-2 -2, Peg3 prom inh -2, TROY signal inh -10, C8 TRAIL sens -4, Shn3 inh set2 -1, TWEAK-Fn14 inh -7 and HIF-2a block 12.
Cc1ccc(S(=O)(=O)ON=C2CCN(S(=O)(=O)c3ccccc3)CC2)cc1 was read as KKLEB tox 0, CF NFkB block 3, NR2E3 ag-1 -18, TRPM1 prom inh -3, NR2E3 ag-2 1, Peg3 prom inh -4, TROY signal inh 4, C8 TRAIL sens 5, Shn3 inh set2 -7, TWEAK-Fn14 inh -5 and HIF-2a block 11.
CC1CC(C)(C)NC(=S)S1 (stereo not given) was read as KKLEB tox 0, CF NFkB block -3, NR2E3 ag-1 -4, TRPM1 prom inh 2, NR2E3 ag-2 1, Peg3 prom inh 5, TROY signal inh -18, C8 TRAIL sens -4, Shn3 inh set2 7, TWEAK-Fn14 inh -3 and HIF-2a block 9.
`CC(=O)c1ccc(OCCCC(=O)OCC(=O)N2CCN(S(=O)(=O)c3ccc(C)cc3C)CC2)cc1` gave KKLEB tox -4, CF NFkB block 2, NR2E3 ag-1 -24, TRPM1 prom inh 3, Peg3 prom inh 11, TROY signal inh 2, C8 TRAIL sens -18, Shn3 inh set2 4, TWEAK-Fn14 inh -3 and HIF-2a block 3.
CCOC(=O)C1=C(c2ccccc2)c2ccccc2OC1C(=O)OCC (stereo not given) was read as KKLEB tox -4, CF NFkB block 13, NR2E3 ag-1 -20, TRPM1 prom inh -3, Peg3 prom inh 20, TROY signal inh -8, C8 TRAIL sens -3, Shn3 inh set2 -1, TWEAK-Fn14 inh -14 and HIF-2a block 6.
`O=C(NCC(=O)N(c1ccccc1)C(C(=O)NC1CCCC1)c1ccncc1)c1ccco1` (stereo not given) gave KKLEB tox -5, CF NFkB block 5, NR2E3 ag-1 11, TRPM1 prom inh -5, NR2E3 ag-2 -2, Peg3 prom inh 22, TROY signal inh 16, C8 TRAIL sens 11, Shn3 inh set2 -2, TWEAK-Fn14 inh 1 and HIF-2a block 9.
For COc1ccc(S(=O)(=O)n2nc(OC(=O)c3cccs3)cc2NC(=O)c2cccs2)cc1 the results were KKLEB tox 2, CF NFkB block 4, NR2E3 ag-1 -7, TRPM1 prom inh 4, NR2E3 ag-2 5, Peg3 prom inh 5, TROY signal inh -3, C8 TRAIL sens 1, Shn3 inh set2 3, TWEAK-Fn14 inh -7 and HIF-2a block 2.
Screening CC1CC1C(=O)Nc1nc(-c2ccccn2)cs1 (stereo not given) returned KKLEB tox -7, CF NFkB block 10, NR2E3 ag-1 -14, TRPM1 prom inh -16, NR2E3 ag-2 -2, Peg3 prom inh -94, TROY signal inh -36, C8 TRAIL sens 6, Shn3 inh set2 2, TWEAK-Fn14 inh -29 and HIF-2a block -155.
CC(=O)N1CCCc2cc(S(=O)(=O)N(C)CC(=O)Nc3ccccc3)ccc21 was read as KKLEB tox 2, CF NFkB block 14, NR2E3 ag-1 8, Peg3 prom inh 12, TROY signal inh 0, C8 TRAIL sens -10, Shn3 inh set2 0, TWEAK-Fn14 inh -5 and HIF-2a block 1.
Screening O=C(O)/C=C\C(=O)NCc1ccccc1 returned KKLEB tox 14, CF NFkB block 3, NR2E3 ag-1 -13, TRPM1 prom inh 0, NR2E3 ag-2 -1, Peg3 prom inh 8, TROY signal inh -16, C8 TRAIL sens -13, Shn3 inh set2 4, TWEAK-Fn14 inh 0 and HIF-2a block -1.
`O=C1C2CC(O)CN2C(=O)N1c1ccccc1` (stereo not given) gave KKLEB tox -3, CF NFkB block 6, NR2E3 ag-1 -20, TRPM1 prom inh 13, NR2E3 ag-2 -5, Peg3 prom inh 9, TROY signal inh -8, C8 TRAIL sens 1, Shn3 inh set2 0, TWEAK-Fn14 inh -5 and HIF-2a block 11.
COc1ccc(CCNC(=O)C2CCCN(c3ncccn3)C2)cc1 (stereo not given) was read as KKLEB tox -4, CF NFkB block 0, NR2E3 ag-1 -9, TRPM1 prom inh -4, NR2E3 ag-2 -3, Peg3 prom inh 14, TROY signal inh 6, C8 TRAIL sens -8, Shn3 inh set2 -5, TWEAK-Fn14 inh 8 and HIF-2a block 14.
For Cc1cccc(C(=O)NCC(=O)NC2CCC(C)CC2)c1 (stereo not given) the results were KKLEB tox -3, CF NFkB block 12, NR2E3 ag-1 -30, TRPM1 prom inh -26, NR2E3 ag-2 -3, Peg3 prom inh -67, TROY signal inh -16, C8 TRAIL sens -13, Shn3 inh set2 -33, TWEAK-Fn14 inh -11 and HIF-2a block -84.
Cc1ccc2c(c1)CC(C)N2S(=O)(=O)c1nnc(NC(=O)CC(C)C)s1 (stereo not given) was read as KKLEB tox -12, CF NFkB block 30, NR2E3 ag-1 10, TRPM1 prom inh -5, NR2E3 ag-2 -4, Peg3 prom inh 31, TROY signal inh -14, C8 TRAIL sens 10, Shn3 inh set2 10, TWEAK-Fn14 inh -10 and HIF-2a block 4.

These rows are one share of the data. The share of hits here may be higher or lower than overall.
